# TRHR agonist = qHTS for Small Molecule Agonists and Allosteric Enhancers of Human TRH Receptor: Primary Screen for Agonists | Thyrotropin-releasing hormone receptor (Homo sapiens), P34981 | TRHR cells, calcium flux fluo-8, FDSS agonist mode | activation, % at 2 µM | 360,000 compounds, 0.18% hits | AID 493084, 2011; also: 0% is about no effect
# Target sequence (P34981 whole entry, looked up): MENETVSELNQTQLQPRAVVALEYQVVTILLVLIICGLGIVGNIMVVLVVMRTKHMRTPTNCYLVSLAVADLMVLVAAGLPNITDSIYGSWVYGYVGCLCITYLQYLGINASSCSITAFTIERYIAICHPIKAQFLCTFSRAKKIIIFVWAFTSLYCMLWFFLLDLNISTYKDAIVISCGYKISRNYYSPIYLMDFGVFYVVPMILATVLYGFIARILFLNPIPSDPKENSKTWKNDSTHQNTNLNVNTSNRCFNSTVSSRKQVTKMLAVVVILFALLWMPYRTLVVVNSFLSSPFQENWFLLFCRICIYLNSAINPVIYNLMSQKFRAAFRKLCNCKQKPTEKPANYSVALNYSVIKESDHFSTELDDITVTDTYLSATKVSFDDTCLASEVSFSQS
#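 TRHR-expressing cells, plated overnight in medium with 10% serum, were loaded with fluo-8 calcium dye at room temperature. After a 10 s baseline, library compound was pin-added and calcium release was recorded kinetically (ex 480/em 530) as agonist response.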
# RXFP1 antagonist = qHTS Assay for Antagonists of the Relaxin Receptor RXFP1; AID 1259400, 2018; activity change, negative = inhibition, % at 57.5 µM; HEK293-RXFP1, relaxin-stimulated cAMP HTRF, 30 min; stronger effect = lower value; 350,000 compounds, 0.59% hits; Relaxin receptor 1 (Homo sapiens), Q9HBX9;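 active = activity change of -60% or lower, but not beyond a set lower limit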; also: % is scaled to controls: 0 for no effect and ±100 for the full control effect
# D2 antag = HTS Assay for Allosteric Antagonists of the Human D2 Dopamine Receptor: Primary Screen for Antagonists | 340,000 compounds, 2% hits | inhibition, % at 10 µM | D(2) dopamine receptor (Homo sapiens), P14416 | HEK293 TREx D2 cells, calcium flux, dopamine EC80; in the data active = inhibition above about 30%; also: 0% is about no effect
#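 Overnight-induced (tetracycline, 30 C) HEK293 T-REx cells carrying force-coupled D2 receive a no-wash calcium dye, then compound, then EC80 dopamine at 180 s; signals are read kinetically throughout.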
# D2 agonist = HTS Assay for Allosteric Agonists of the Human D2 Dopamine Receptor: Primary Screen for Agonists; D(2) dopamine receptor (Homo sapiens), P14416; HEK293 T-REx D2 cells, calcium flux agonist mode; activation, % at 2 µM; 340,000 compounds, 0.53% hits; AID 485358, 2010;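 active = activation over 3 SD above normal in the single-dose calcium agonist read, cut at about 30% in these data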; also: 0% is about no effect
#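 HEK293 Trex D2 cells, tetracycline-induced, o/n 30 C 5% CO2; no-wash Ca dye, RT 30–90 min; 10-cycle baseline, 23 nl cpd added, kinetic Ca read 180 s; agonist hits = positive Ca response.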
# D1 ag = Allosteric Agonists of the Human D1 Dopamine Receptor: qHTS; D(1A) dopamine receptor (Homo sapiens), P21728; HEK293 T-REx D1 cells, calcium flux, agonist mode; activation, % at 2 µM; 360,000 compounds, 1% hits; AID 504660, 2011; also: 0% is about no effect
# Target sequence (P21728 whole entry, looked up): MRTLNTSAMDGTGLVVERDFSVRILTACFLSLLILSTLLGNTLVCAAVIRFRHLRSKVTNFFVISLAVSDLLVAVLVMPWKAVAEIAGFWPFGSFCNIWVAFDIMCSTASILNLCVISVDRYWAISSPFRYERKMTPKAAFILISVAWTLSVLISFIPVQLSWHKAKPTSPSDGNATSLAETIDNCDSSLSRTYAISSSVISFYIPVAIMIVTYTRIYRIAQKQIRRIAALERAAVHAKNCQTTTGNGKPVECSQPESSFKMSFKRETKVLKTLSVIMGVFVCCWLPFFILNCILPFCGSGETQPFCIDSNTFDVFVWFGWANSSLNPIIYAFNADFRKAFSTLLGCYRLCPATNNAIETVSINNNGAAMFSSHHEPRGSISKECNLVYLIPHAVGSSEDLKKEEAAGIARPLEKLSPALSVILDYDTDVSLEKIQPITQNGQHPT
#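 Inducible HEK293 T-REx D1 cells, force-coupled to calcium signalling, were plated at 4000 cells/well with tetracycline and held overnight at 30 C. After no-wash calcium dye loading, compound-evoked calcium rise over 180 s flagged agonists.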
# D1 antag = Antagonist of Human D 1 Dopamine Receptor: qHTS. activity change, negative = inhibition, % at 10 µM. 360,000 compounds, 3.2% hits. D(1A) dopamine receptor (Homo sapiens), P21728. HEK293 TREx D1 cells, calcium flux, dopamine EC80; stronger effect = lower value; in the data active = activity change below about -30%; also: % is scaled to controls: 0 for no effect and ±100 for the full control effect
#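 Tetracycline-induced HEK293 T-REx cells with force-coupled D1 receptor were loaded with a no-wash calcium dye. Compound was added after a 10 s baseline and read kinetically for 180 s; EC80 dopamine was then added and calcium flux followed another 180 s.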
# TRHR PAM = qHTS for Small Molecule Agonists and Allosteric Enhancers of Human TRH Receptor: Primary Screen for Enhancers. 360,000 compounds, 0.66% hits. enhancement, % at 2 µM. Thyrotropin-releasing hormone receptor (Homo sapiens), P34981. TRHR cells, fluo-8 calcium fluorescence, EC20 TRH enhancement; in the data active = enhancement above about 30%; also: 0% is about no effect
#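 TRHR-expressing cells loaded with fluo-8 calcium dye were read kinetically (ex 480/em 530) during compound addition, then stimulated with an EC20 of TRH (10 nM final). Enhancement of the Gq-mediated intracellular calcium response was scored.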
# D2 PAM = HTS Assay for Positive Allosteric Modulators of the Human D2 Dopamine Receptor: Primary Screen for Potentiators | D(2) dopamine receptor (Homo sapiens), P14416 | HEK293 T-REx D2, calcium flux, EC20 dopamine potentiation | potentiation, % at 10 µM | 340,000 compounds, 0.34% hits | AID 485347, 2010;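 active = potentiation over 3 SD above the plate norm, cut at about 30% in these data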; also: 0% is about no effect
#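 Tetracycline-induced HEK293 T-REx cells force-coupled to calcium signalling expressed D2; compounds were pin-added after a 10 s baseline, read kinetically 180 s, then an EC20 dopamine challenge followed with a further 180 s calcium read.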
# D1 PAM = Potentiators of Human D1 Dopamine Receptor: qHTS | 360,000 compounds, 0.036% hits | potentiation, % at 10 µM | HEK293 TREx D1 cells, calcium flux, dopamine EC20 potentiation | D(1A) dopamine receptor (Homo sapiens), P21728; in the data active = potentiation above about 30%; also: 0% is about no effect
# An asterisk follows results filed as active; . = no result given; & = joins results of further samples. Rule as the data show it, unless noted: active = activation above about 30%; inactive = the rest. Not a hit list; any-hit rate near 7.1%.
# Start of the data: the first 12 compounds (preview)
1. Cc1cc2cc(CNC(=O)c3cccs3)ccc2[nH]1
2. Cc1cc(C)cc(C(=O)NC(CC(N)=O)c2ccc(N3CCN(c4ccccc4)CC3)c([N+](=O)[O-])c2)c1 (stereo not drawn)
3. O=C(Nc1ccc(F)cc1F)c1ccc2c(c1)CCN2S(=O)(=O)c1ccc(Cl)cc1
4. O=C(/C=C/c1ccc(S(=O)(=O)N2CCOCC2)cc1)NCc1ccc(Cl)cc1
5. O=C(CSc1ccc(-c2ccco2)nn1)NCc1ccc(F)cc1
6. CC(C)Oc1ccccc1NC(=O)CSc1nc2ccccc2c(=O)n1C
7. O=C(Nc1ccc(N2CCCCC2)c(Cl)c1)c1ccc2c(c1)OCCO2
8. Cc1cccc2sc(NC(=O)Cn3c(C)csc3=O)nc12

Assay by compound	1	2	3	4	5	6	7	8
TRHR agonist	-0.1	0.0	3.2	0.9	-0.9	-0.9	-0.4	0.1
RXFP1 antagonist	7	.	-14	-9	1	-16	-19	-5
D2 antag	22	13	.	9	1	8	-11	.
D2 agonist	0.9	0.7	1.3	-0.5	-0.4	-0.1	-0.3	.
D1 ag	24	1	3	4	0	5	1	5
D1 antag	-1	-2	0	7	-1	-1	-3	-2
TRHR PAM	5	8	20	-3	18	3	-2	-3
D2 PAM	1	-7	-10	-2	-8	9	11	.
D1 PAM	15	-1	3	-10	11	-8	2	-3

9. Cc1ccnc(NC(=O)CS(=O)(=O)c2ccccc2)c1
10. CC(C)Oc1ccc(S(=O)(=O)N2CCOCC2)cc1NC(=O)CC1OC(=O)c2ccccc21 (stereo not drawn)
11. Cc1cccc(C)c1OCCn1c(C2CC(=O)N(Cc3ccc(F)cc3)C2)nc2ccccc21 (stereo not drawn)
12. CCCc1[nH]n(-c2ccc(F)cc2)c(=O)c1C=Nc1cccc(F)c1

Assay by compound	9	10	11	12
TRHR agonist	1.1	0.4	-0.8	0.8
RXFP1 antagonist	10	0	.	14
D2 antag	.	-19	.	0
D2 agonist	.	2.2	1.0	0.9
D1 ag	3	1	5	0
D1 antag	-6	-22	3	14
TRHR PAM	0	1	-1	2
D2 PAM	.	6	9	3
D1 PAM	-4	0	-3	-9

# The list itself, previewed entries included:
1. Cc1cc2cc(CNC(=O)c3cccs3)ccc2[nH]1
2. Cc1cc(C)cc(C(=O)NC(CC(N)=O)c2ccc(N3CCN(c4ccccc4)CC3)c([N+](=O)[O-])c2)c1 (stereo not drawn)
3. O=C(Nc1ccc(F)cc1F)c1ccc2c(c1)CCN2S(=O)(=O)c1ccc(Cl)cc1
4. O=C(/C=C/c1ccc(S(=O)(=O)N2CCOCC2)cc1)NCc1ccc(Cl)cc1
5. O=C(CSc1ccc(-c2ccco2)nn1)NCc1ccc(F)cc1
6. CC(C)Oc1ccccc1NC(=O)CSc1nc2ccccc2c(=O)n1C

Assay by compound	1	2	3	4	5	6
TRHR agonist	-0.1	0.0	3.2	0.9	-0.9	-0.9
RXFP1 antagonist	7	.	-14	-9	1	-16
D2 antag	22	13	.	9	1	8
D2 agonist	0.9	0.7	1.3	-0.5	-0.4	-0.1
D1 ag	24	1	3	4	0	5
D1 antag	-1	-2	0	7	-1	-1
TRHR PAM	5	8	20	-3	18	3
D2 PAM	1	-7	-10	-2	-8	9
D1 PAM	15	-1	3	-10	11	-8

7. O=C(Nc1ccc(N2CCCCC2)c(Cl)c1)c1ccc2c(c1)OCCO2
8. Cc1cccc2sc(NC(=O)Cn3c(C)csc3=O)nc12
9. Cc1ccnc(NC(=O)CS(=O)(=O)c2ccccc2)c1
10. CC(C)Oc1ccc(S(=O)(=O)N2CCOCC2)cc1NC(=O)CC1OC(=O)c2ccccc21 (stereo not drawn)
11. Cc1cccc(C)c1OCCn1c(C2CC(=O)N(Cc3ccc(F)cc3)C2)nc2ccccc21 (stereo not drawn)
12. CCCc1[nH]n(-c2ccc(F)cc2)c(=O)c1C=Nc1cccc(F)c1

Assay by compound	7	8	9	10	11	12
TRHR agonist	-0.4	0.1	1.1	0.4	-0.8	0.8
RXFP1 antagonist	-19	-5	10	0	.	14
D2 antag	-11	.	.	-19	.	0
D2 agonist	-0.3	.	.	2.2	1.0	0.9
D1 ag	1	5	3	1	5	0
D1 antag	-3	-2	-6	-22	3	14
TRHR PAM	-2	-3	0	1	-1	2
D2 PAM	11	.	.	6	9	3
D1 PAM	2	-3	-4	0	-3	-9

13. COc1ccc(CCn2c(N)cc(=O)[nH]c2=S)cc1OC
14. CCN(CC)CCCNC(=O)Cn1ccc2ccccc2c1=O
15. CCCN(CCC)CCCNC(=O)Cn1ncc2c3ccccc3n(Cc3ccc(F)cc3)c2c1=O
16. Cc1cc(C(=O)Nc2ccc(N3CCOCC3)cc2)c2ccccc2n1
17. COc1ccc(NS(=O)(=O)c2cccc(NC(=O)CCC(=O)c3ccc(Cl)cc3)c2)cc1
18. CN(C(=S)Nc1ccccc1F)C1(c2ccccc2Cl)CCCCC1=O (stereo not drawn)

Assay by compound	13	14	15	16	17	18
TRHR agonist	0.3	-0.3	0.4	-0.4	0.2	-0.8
RXFP1 antagonist	-5	-2	-1	5	-3	-3
D2 antag	-16	-23	.	-1	16	-5
D2 agonist	0.3	0.0	-0.1	0.7	0.4	0.1
D1 ag	0	-2	1	1	4	-1
D1 antag	-10	9	7	0	4	9
TRHR PAM	-8	2	-5	-3	0	5
D2 PAM	34*	3	-6	12	-3	20
D1 PAM	-10	-4	-3	-2	-4	0

19. Cc1c(C(N)=O)c(N)c(C(=O)c2ccccc2)n1-c1ccccc1
20. O=[N+]([O-])c1ccc(/C=N/Nc2ncc(Br)cn2)cc1
21. CC(Cn1cnc2ccccc21)C(=O)O (stereo not drawn)
22. Cc1cc(C)n2nc(CNS(=O)(=O)c3ccc(C)c(C)c3)nc2n1
23. COc1ccccc1N1CCN(C2CC(=O)N(C)C2=O)CC1 (stereo not drawn)
24. CCN(CC)CCN(C(=O)/C=C/c1cccs1)c1nc2ccc(Cl)cc2s1

Assay by compound	19	20	21	22	23	24
TRHR agonist	0.3	-2.0	1.1	0.5&0.0	0.1	1.1
RXFP1 antagonist	-11	3	-11	-5&-2	-6	2
D2 antag	-6	7	6	-19	4	10
D2 agonist	1.0	0.4	-0.1	0.7&-0.4	-1.0	1.3
D1 ag	1	0	3	2&0	-1	3
D1 antag	13	0	5	-9&-5	-5	-1
TRHR PAM	-1	-5	5	-2&4	-2	-4
D2 PAM	6	10	3	-1&12	-11	-33
D1 PAM	-1	1	-2	-7&-2	0	4

25. COc1cc2c(cc1OC)C(c1ccc([N+](=O)[O-])cc1)NC(=O)C2 (stereo not drawn)
26. COCCNS(=O)(=O)c1cc(OC)c(Cl)cc1Cl
27. Fc1ccccc1CN(CCN1CCOCC1)C(=S)Nc1ccccc1Cl
28. Cc1ccc(CSc2nnc3[nH]c(=O)cc(-c4ccccc4)n23)cc1
29. CC(=O)NC(=O)NC1CSCC1OC(C)=O (stereo not drawn)
30. O=[N+]([O-])c1ccccc1OCCCCN1CCCCC1

Assay by compound	25	26	27	28	29	30
TRHR agonist	-2.0	-0.3	-0.7	0.0	0.2	0.8
RXFP1 antagonist	-5	.	-9	-7	6	-7
D2 antag	13	3	-1	.	26	94*
D2 agonist	-0.5	-0.3	-0.3	-0.3	0.6	0.8
D1 ag	4	-2	3	-2	2	1
D1 antag	-3	-19	6	.	-6	-54*
TRHR PAM	-3	0	-4	0	13	-1
D2 PAM	-4	-7	1	-11	0	-20
D1 PAM	-4	1	-4	-3	-3	-7

31. O=C(CSc1ccccn1)Nc1cccc2ccccc12
32. CCn1cc(C(=O)N(C)c2ccc(OC)cc2)c2cc(OC)c(OC)cc2c1=O
33. CC(=O)OC(C(=O)NC1CCCCC1)c1ccccc1F (stereo not drawn)
34. Cc1ccc(CNC(=O)[C@H](Cc2ccccc2)NC(=O)C2CCNCC2)cc1
35. Cc1cccc(NC(=O)c2ccccc2OCC(=O)c2ccc(F)cc2)c1
36. O=C(O)CCCNC(=O)OCc1ccccc1

Assay by compound	31	32	33	34	35	36
TRHR agonist	-0.6	-2.0	0.7	0.0	0.4	0.8
RXFP1 antagonist	-4	-5	0	-2	.	5
D2 antag	14	-22	.	1	-6	-13
D2 agonist	-0.5	-0.9	.	0.1	0.5	-0.1
D1 ag	1	5	3	1	3	1
D1 antag	-9	0	-8	13	-3	9
TRHR PAM	21	-7	3	-3	3	3
D2 PAM	34*	5	.	6	3	-1
D1 PAM	1	-3	4	0	-5	-3

37. COc1ccc(Cn2nnc3c(=O)[nH]c(C4CCCN(C(=O)c5ccccc5)C4)nc32)cc1 (stereo not drawn)
38. CC(=O)c1ccc(S(=O)(=O)NCc2ccc(C(=O)NCC(c3ccccc3)N(C)C)cc2)cc1 (stereo not drawn)
39. Cc1ccc(CS(=O)(=O)c2cn(CC(=O)N(C)c3ccccc3)c3ccccc23)cc1
40. CC(=O)c1cnc2cc(-c3cccc(Br)c3)nn2c1C
41. Cc1cccc(NC(=O)CN2C(=O)NC(C)(c3ccc4ccccc4c3)C2=O)n1 (stereo not drawn)
42. S=C(Nc1ccccc1)Nc1ccccc1Br

Assay by compound	37	38	39	40	41	42
TRHR agonist	-0.6	0.5	0.2	0.0	-0.1	0.5
RXFP1 antagonist	.	8	-2	11	-20	1
D2 antag	-15	3	.	-8	-22	-2
D2 agonist	0.0	0.0	-0.4	0.8	1.5	-0.6
D1 ag	1	0	1	7	9	1
D1 antag	-11	-9	-12	8	3	3
TRHR PAM	0	3	-6	-2	7	-2
D2 PAM	14	-13	-8	6	12	6
D1 PAM	0	-3	0	2	1	-6

43. CCCCCCCCCCn1ccc(=N)cc1
44. O=c1[nH]c(=S)[nH]c2c1C(c1cc([N+](=O)[O-])c(N3CCOCC3)cc1N1CCOCC1)O2 (stereo not drawn)
45. N#Cc1ccccc1OCC(=O)NCc1ccccc1CN1CCCC1
46. O=C(CSc1n[nH]c(-c2ccncc2)n1)Nc1ccccc1C(F)(F)F

Assay by compound	43	44	45	46
TRHR agonist	0.3	0.3	-0.1	-0.2
RXFP1 antagonist	-21	-6	3	5
D2 antag	6	-28	-36	-5
D2 agonist	1.7	-0.2	0.7	0.3
D1 ag	1	0	3	7
D1 antag	2	34	10	1
TRHR PAM	-2	-3	-5	-2
D2 PAM	5	-8	1	-3
D1 PAM	-6	-2	-6	-1

# Source: PubChem (National Center for Advancing Translational Sciences (NCATS))
